CHRM1 antagonist = blocks human M1 muscarinic receptor; CHO-K1 hM1, Fluo-8 calcium fluorescence, ACh EC80 antagonist; 1.3% of 360,000 active; P11229; inhibition, % at 3 µM; AID 588852;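 active means percent inhibition above its own plate's cutoff, namely the mean of that plate's compound wells plus 3 SD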;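 further: peak over basal fluorescence ratio during 140 s after agonist addition; 0% = ACh EC80 plus DMSO and 100% = DMSO alone without agonist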
Target sequence (P11229 whole entry, looked up): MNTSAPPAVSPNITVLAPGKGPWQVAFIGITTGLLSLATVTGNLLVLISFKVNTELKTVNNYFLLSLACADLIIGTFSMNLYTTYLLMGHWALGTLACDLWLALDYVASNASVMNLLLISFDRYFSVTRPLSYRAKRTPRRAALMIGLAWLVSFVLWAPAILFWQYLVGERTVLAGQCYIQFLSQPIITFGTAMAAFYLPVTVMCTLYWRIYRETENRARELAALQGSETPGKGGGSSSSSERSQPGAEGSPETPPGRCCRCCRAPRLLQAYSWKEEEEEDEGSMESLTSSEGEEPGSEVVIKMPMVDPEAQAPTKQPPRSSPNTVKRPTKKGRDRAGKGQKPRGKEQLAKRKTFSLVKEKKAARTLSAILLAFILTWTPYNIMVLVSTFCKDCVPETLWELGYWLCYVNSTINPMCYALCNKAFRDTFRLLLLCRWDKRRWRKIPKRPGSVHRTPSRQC
M5 ag = agonists of human muscarinic M5 receptor (CHRM5); CHO-K1 hM5 cells, Fluo-8 calcium fluorescence; 0% DMSO wells, 100% maximal acetylcholine response; activation, % at 3 µM; AID 624037; P08912; 0.19% of 360,000 active;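 active means activation above the run's mean over test compounds plus 3 SD, cut at about 23% in these data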;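 further: signal is peak over basal fluorescence ratio across the kinetic read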
M5 antag = CHRM5 antagonism in calcium assay; P08912; CHO-hM5 cells, Fluo-8 calcium fluorescence, ACh EC80; AID 624040; inhibition, % at 3 µM; 0.59% of 360,000 active;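 active means inhibition above a per-plate cutoff, the mean of that plate's test compounds plus 3 SD, cut at about 27% in these data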;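 further: 0% = acetylcholine EC80 with DMSO and 100% = DMSO without agonist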
M4 PAM = CHRM4 positive allosteric modulation. P08173. activation, % at 3 µM. 0.4% of 360,000 active. CHO-K1 hM4/Gqi5, Fluo-8 calcium fluorescence, ACh EC20; 0% = ACh EC20, 100% = maximal ACh;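 active means activation above its plate's cutoff, the mean activation of sample wells plus 3 SD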; further: some results filed as inactive read as strong as hits
Target sequence (P08173 whole entry, looked up): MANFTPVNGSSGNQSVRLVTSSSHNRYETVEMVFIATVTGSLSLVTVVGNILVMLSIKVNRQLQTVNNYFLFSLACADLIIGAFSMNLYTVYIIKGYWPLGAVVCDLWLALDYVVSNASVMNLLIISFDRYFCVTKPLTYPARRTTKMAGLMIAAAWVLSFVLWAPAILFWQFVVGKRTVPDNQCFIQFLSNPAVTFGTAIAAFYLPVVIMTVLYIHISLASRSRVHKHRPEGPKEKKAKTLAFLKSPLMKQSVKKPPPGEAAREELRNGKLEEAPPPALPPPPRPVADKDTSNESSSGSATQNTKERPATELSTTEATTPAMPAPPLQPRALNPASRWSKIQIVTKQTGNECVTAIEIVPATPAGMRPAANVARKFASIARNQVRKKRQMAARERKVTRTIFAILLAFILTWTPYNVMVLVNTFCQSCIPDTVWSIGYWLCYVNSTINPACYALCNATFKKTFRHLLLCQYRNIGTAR
M4 antag = antagonists of human muscarinic M4 receptor (CHRM4). AID 624125. P08173. inhibition, % at 3 µM. CHO-hM4 cells, ACh EC80, Fluo-8 calcium fluorescence. 0.73% of 360,000 active;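 active means inhibition above its plate's cutoff, the mean inhibition of sample wells plus 3 SD, cut at about 27% in these data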;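 further: 0% = acetylcholine EC80 with DMSO and 100% = DMSO without agonist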
M4 ag = CHRM4 agonism in calcium assay | P08173 | CHO-K1 hM4/Gqi5, Fluo-8 calcium fluorescence; vehicle 0%, full acetylcholine response 100% | activation, % at 3 µM | 0.14% of 360,000 active;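 active means activation above the run mean over all test wells plus 3 SD, cut at about 32% in these data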;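 further: peak over basal fluorescence ratio per well then scaled between controls; 0% = DMSO wells and 100% = acetylcholine at EC100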
CHRM1 PAM = human CHRM1 positive allosteric modulation; CHO-K1 hM1, Fluo-8 calcium fluorescence, ACh EC20; 0% = ACh EC20, 100% = maximal ACh; activation, % at 3 µM; 0.088% of 360,000 active; AID 588819; in the data active means activation above about 19%, passing the limit was not always enough
CHRM5 PAM = CHRM5 positive allosteric modulation; AID 624038; CHO-K1 hM5, Fluo-8 calcium, ACh EC20 PAM; 0% = ACh EC20, 100% = ACh EC100; 0.3% of 360,000 active; P08912; activation, % at 3 µM;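 active means activation above the run cutoff, the mean activation of all test compounds plus 3 SD, cut at about 18% in these data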
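Probe or stimulus: acetylcholine, EC20 level; Assay system: human M5 receptor in CHO-K1 cells; Schedule: compound preincubation 140 s before EC20 acetylcholine addition; Technique: intracellular calcium via Fluo-8 fluorescence; Dosing: single-point, 3 µM nominal; Read-out basis: percent activation from peak-over-basal fluorescence ratio, scaled EC20-to-EC100 acetylcholine; Repeats: one well per compound, no replicates.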
CRFBP-R2 agonist = CRF-BP/CRF-R2 complex agonism | 0.46% of 350,000 active | activation, % at 13.2 µM | HEK293 CRF-R2/CRF-BP, calcium dye fluorescence (FLIPR); percent of saturating CRF peptide response;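 active means activation of at least 50%, plus an integration ratio under a set limit after plate pattern correction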;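 further: plate controls were neutral control wells without compound for no effect and CRF at EC100 for full effect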
Active calls of the source: *; nt = no result given.

SMILES	CHRM1 antagonist	M5 ag	M5 antag	M4 PAM	M4 antag	M4 ag	CHRM1 PAM	CHRM5 PAM	CRFBP-R2 agonist
O=C(c1c(F)cccc1F)N1CCN=C1SCc1ccccc1	-5.0	-6.3	11.7	-4.4	-5.2	0.7	0.4	-3.6	-1.5
c1ccc2c(c1)nc(NCC1CCCO1)c1nnnn12 (stereo not drawn)	-1.6	1.3	2.5	0.6	-7.6	1.1	1.8	-3.1	3.9
C=CCc1cccc(Cl)c1OCCON1C(=O)CCC1=O	-3.1	-0.2	-4.8	5.2	9.4	0.7	10.3	0.7	-2.0
COc1ccc(C(N)=S)cc1	-14.2	-3.6	-4.3	-4.5	4.4	-0.8	6.4	-1.7	-1.7
COc1cccc(-c2cc(C(=O)Nc3ccncc3)c3ccccc3n2)c1	7.2	-2.9	19.1	-5.9	1.5	8.7	-6.2	-6.6	3.5
CC(CCc1ccccc1)NS(=O)(=O)c1ccc(Cl)c(C(=O)O)c1 (stereo not drawn)	-3.7	0.9	3.5	0.6	10.7	-0.3	1.9	-3.2	-0.8
CC(C)/C=N/Nc1nc(-c2ccc(Br)cc2)cs1	2.2	-3.3	-2.3	-2.0	-11.1	-0.3	-2.6	2.4	0.6
c1ccc(OCc2cc(-c3ccccc3)no2)cc1	2.6	-2.7	-4.9	-0.6	-1.1	-1.0	1.0	-6.3	-1.6
O=C(Nc1cc(C(F)(F)F)ccc1Cl)C1CCN(c2nnc(-n3cccc3)s2)CC1	6.2	-0.5	-2.6	-10.0	21.4	-2.2	-1.4	-1.7	1.9
O=C(N/N=C/c1cc([N+](=O)[O-])ccc1N1CCNCC1)c1ccc([N+](=O)[O-])cc1	1.6	-2.4	-5.1	4.7	-11.0	0.8	-2.8	-4.5	11.4
Nc1[nH]c(C(=O)c2ccccc2)c(-c2ccccc2Br)c1C(=O)c1ccccc1	nt	2.0	-3.6	-3.6	0.1	5.1	nt	-8.2	nt
CCc1cccc(NC2c3ccccc3C(=O)N2c2ccc(C)cn2)c1 (stereo not drawn)	8.0	-2.3	-5.9	1.2	-12.8	-0.6	-8.5	-1.0	-3.4
CN(c1ccccc1)c1ccc(/C=C(\C#N)c2nnc3n2CCCCC3)cc1[N+](=O)[O-]	-3.9	3.0	2.7	-3.4	4.4	0.6	6.3	0.0	-0.2
CCOc1ccc(OCC)c(Nc2cc(C)nc3nc(C)nn23)c1	-12.8	-2.0	0.2	0.5	-16.0	-1.1	9.8	-6.7	-6.6
C[C@@H]1CCCCO[C@@H](CN(C)CC2CC2)[C@@H](C)CN([C@H](C)CO)C(=O)c2cc(N(C)C)ccc2O1	-3.4	1.2	9.2	0.4	0.2	-0.2	1.1	-4.3	0.5
Cc1ccc(S(=O)(=O)N2C[C@H]3[C@H]4C(=O)N(C5CCCCC5)C(=O)[C@H]4CC(=O)[C@H]3[C@@H]2c2cccc3ccccc23)cc1	6.9	1.7	-1.8	-5.7	4.9	0.2	-1.5	-1.9	nt
Cc1ccc(SCCC(=O)NC2CC2)cc1	-5.9	1.2	-17.8	2.3	-6.3	1.4	10.4	4.5	1.8
CC1CCCCC1NC(=O)COC(=O)COc1ccccc1F (stereo not drawn)	-7.3	1.6	17.9	1.1	1.9	0.4	4.5	-1.2	-1.2
Cc1cc(C)n(CC(C)(O)c2ccccc2)n1 (stereo not drawn)	5.4	0.7	15.7	7.8	2.4	0.6	3.1	-1.7	-0.2
O=C(COc1ccc(Cl)cc1)NCCNC(=O)c1cnccn1	-26.9	-1.6	-8.8	5.2	-16.8	0.9	26.4	13.3	-1.8
COC(=O)C(NC(C)=O)(Nc1nc2ccc(S(C)(=O)=O)cc2s1)C(F)(F)F (stereo not drawn)	-14.8	0.5	1.0	-0.4	2.2	0.0	11.2	3.3	2.0
Cn1ccnc1Sc1nc2ccccc2nc1NS(=O)(=O)c1ccccc1	-15.8	2.6	-2.8	8.5	5.3	1.2	10.1	1.7	5.5
N/C(Cc1ccc(Cl)c(Cl)c1)=N\OC(=O)c1cccs1	11.7	-2.1	9.6	-3.7	7.8	-0.4	-4.0	-0.1	0.4
COc1cc(C)cc(OC)c1OCC(=O)Nc1cc(C)on1	4.0	1.5	14.9	-4.8	5.8	3.1	-0.9	-8.1	-0.3
CCC(=O)Nc1cccc(NC(=S)NC(=O)Cc2ccccc2)c1	20.4	-3.6	1.9	3.8	8.5	3.3	-10.5	-9.5	-0.7

(more compounds)
SMILES	CHRM1 antagonist	M5 ag	M5 antag	M4 PAM	M4 antag	M4 ag	CHRM1 PAM	CHRM5 PAM	CRFBP-R2 agonist
COc1cc(/C=N/NC(=O)c2c(-c3c(Cl)cccc3Cl)noc2C)ccc1OCC(N)=O	21.3	-1.8	5.1	-4.7	2.0	8.5	-10.2	-2.4	-0.8
CSc1ccc(CN2CCN(Cc3ccc([N+](=O)[O-])cc3)CC2)cc1	41.4*	-8.8	7.5	-23.5	10.1	8.6	-26.1	-21.6	-0.6
CC(C)c1nnc(NC(=O)CCc2ccccc2)s1	-7.2	-3.3	2.7	-1.2	-7.1	-0.1	7.3	2.2	-3.5
CCC(=O)N1CCC1(C)C(=O)Nc1ccc2c(c1)OCO2 (stereo not drawn)	-16.2	0.9	2.2	3.9	-8.9	0.7	14.9	3.3	nt
C[C@@H]1CN([C@@H](C)CO)C(=O)CCCn2nncc2CO[C@H]1CN(C)C(=O)Nc1ccccc1C(F)(F)F	-19.9	-1.4	-4.9	8.1	-22.0	1.4	11.1	6.2	-0.7
CCCc1cc(N2CCN(c3ccccn3)CC2)n2nc(C)c(-c3ccccc3)c2n1	-8.9	0.8	3.8	6.5	0.4	-0.1	7.4	-0.4	0.6
CN1CCn2cnc(C(=O)NCCCCCNC(=O)OC(C)(C)C)c2C1=O	-13.6	1.6	-12.0	1.7	0.0	1.3	7.0	0.9	1.2
O=C(Oc1cccc2c(=O)[nH]ccc12)c1ccccc1	-3.8	3.4	0.4	6.3	-11.8	4.2	-1.9	4.5	1.8
CCOC(=O)C1(CCCc2ccccc2)CCN(C(=O)CCn2cnnn2)CC1	-5.8	1.4	8.2	-3.3	-8.6	2.3	3.7	-0.9	0.0
CC(C(=O)Nc1cccc(S(=O)(=O)N2CCOCC2)c1)N1CCN(C/C=C/c2ccccc2)CC1 (stereo not drawn)	-6.2	-11.6	9.7	-6.0	0.5	5.2	6.3	-5.0	0.1
O=C(Nc1ccccn1)c1ccc(S(=O)(=O)N2CCCCC2)cc1	-13.5	-0.5	2.7	14.5	-16.9	4.3	7.1	-2.7	2.9
O=C(Oc1ccccc1)n1c(=S)oc2ccccc21	3.3	0.9	-2.3	10.1	-3.3	0.9	-5.6	-3.2	0.1
CC(=O)c1cc(-c2ccccc2)n(CC(=O)Nc2cc(C)cc(C)c2)c1C	0.4	-0.1	-6.8	10.3	-0.9	-0.4	-3.3	3.0	-3.3
O=C(c1c(F)c(F)c(F)c(F)c1F)N1CCc2ccccc21	-7.5	-8.9	-3.8	-0.4	-3.7	-0.3	6.2	-13.1	-0.6
C=CCn1c(C)nnc1SCC(=O)NC1CC1	-11.0	-0.4	1.8	-0.5	5.0	1.6	6.4	-4.5	0.2
COc1ccc(CCNC(=O)CSC2=NS(=O)(=O)c3cc(F)ccc3N2)cc1OC	-10.7	-1.1	0.3	4.8	-9.4	-0.1	5.8	-2.0	0.2
C/C(CC(=O)Nc1ccc(C)cc1C)=N\NC(=O)C(C)C	-6.1	0.8	-2.4	2.5	-0.3	1.4	11.5	6.4	-1.6
CCC(CC)C(=O)Oc1c(Sc2ccccc2[N+](=O)[O-])c(C)nn1C(C)(C)C	-12.4	-4.0	-1.9	-8.7	-8.2	-1.8	-8.2	-2.8	0.6
COC(=O)[C@@H]1C[C@@H](C(=O)O)[C@H](C)C1(C)C	-4.8	2.4	8.7	10.7	-0.8	2.1	6.9	-1.6	-3.0
Cc1ccc(S(=O)(=O)CCC(=O)OCC(=O)Nc2ccc(N3CCOCC3)cc2)cc1	-5.5	2.7	9.4	-5.7	0.3	1.6	7.1	-7.2	-0.1
Cc1nnc(SCC(=O)NNC(=O)c2ccc(Br)cc2)n1C	6.0	-1.5	6.0	-3.8	6.9	0.4	-5.3	-3.1	-0.1
O=C(/C=C/c1ccccc1)CC(O)(c1ccccc1)C(F)(F)C(F)F (stereo not drawn)	37.6*	-5.9	6.6	-32.7	46.9*	-2.0	-22.2	-9.5	0.9
COc1ccccc1NC(=O)c1ccc2c(O)c(S(=O)(=O)c3ccccc3)c(=O)[nH]c2c1	-6.4	-1.5	9.0	1.6	2.7	0.3	5.0	-0.3	0.5
COc1cc([N+](=O)[O-])cc(/C=N/NC(=O)C(C)Nc2cccc(C)c2)c1O (stereo not drawn)	-4.5	-2.3	-0.9	-5.3	6.5	-1.0	5.7	11.6	-2.7
O=C(CCc1ccccc1)NNC(=O)COc1ccc(Br)cc1	5.0	-2.8	12.6	-1.8	5.7	0.6	-0.8	-0.7	3.4

(more compounds)
SMILES	CHRM1 antagonist	M5 ag	M5 antag	M4 PAM	M4 antag	M4 ag	CHRM1 PAM	CHRM5 PAM	CRFBP-R2 agonist
N/C(=N\OC(=O)c1cccc(Cl)c1)c1ccncc1	3.0	-2.0	2.4	-5.0	3.1	0.2	0.0	1.9	-0.8
CCOC(=O)c1cc2c(OC)ccc(OC)c2n1CC(=O)c1ccccc1	-1.3	-1.2	-6.9	-1.9	-13.5	0.4	0.1	6.3	0.3
COc1ccc(NC(=O)CN(C)C(=O)c2cccc(S(=O)(=O)Nc3ccc(F)cc3)c2)cc1	-12.0	0.9	-1.2	1.9	3.3	1.2	9.2	3.8	-1.5
CC(=O)NC(CC(=O)NCCN1C(=O)S/C(=C\c2ccccc2)C1=O)c1ccccc1 (stereo not drawn)	-12.0	4.5	-4.3	10.6	6.5	0.3	8.0	8.6	-0.5
O=C(O)CC1(CC(=O)NCc2ccc(-c3cccs3)cc2)CCCCC1	-21.5	-1.7	4.9	15.5	8.3	0.7	12.9	0.0	3.3
CC(SC1=NCCN1S(C)(=O)=O)c1ccccc1 (stereo not drawn)	-11.3	-5.7	20.3	6.1	-4.6	0.4	8.0	-6.1	-0.3
CS(=O)(=O)Nc1cccc(NC(=O)C2Cc3c(-c4ccco4)ccnc3O2)c1 (stereo not drawn)	1.7	2.0	3.0	1.2	-6.3	10.0	-4.8	-2.3	nt
NC(=O)C1=C[C@@H](C2CCCCC2)C[C@@H](OCc2ccc(CO)cc2)O1	1.8	10.4	2.9	-0.8	6.4	8.0	-3.8	-3.9	-0.7
CCCCC(=O)Nc1ccc(C(=O)Nc2ccc(S(=O)(=O)N3CCCC3)cc2)cc1	-7.6	-0.9	-2.9	5.4	4.6	1.8	0.3	-4.5	2.0
COc1ccc(-c2cn[nH]c2-c2ccc(OCc3ccccc3)cc2O)cc1	-10.9	-3.0	-0.9	-9.8	2.1	0.0	5.6	-3.0	0.9

An excerpt from above in order of the M5 antag value, rising.
SMILES	CHRM1 antagonist	M5 ag	M5 antag	M4 PAM	M4 antag	M4 ag	CHRM1 PAM	CHRM5 PAM	CRFBP-R2 agonist
COc1ccc(-c2cn[nH]c2-c2ccc(OCc3ccccc3)cc2O)cc1	-10.9	-3.0	-0.9	-9.8	2.1	0.0	5.6	-3.0	0.9
N/C(=N\OC(=O)c1cccc(Cl)c1)c1ccncc1	3.0	-2.0	2.4	-5.0	3.1	0.2	0.0	1.9	-0.8
CS(=O)(=O)Nc1cccc(NC(=O)C2Cc3c(-c4ccco4)ccnc3O2)c1 (stereo not drawn)	1.7	2.0	3.0	1.2	-6.3	10.0	-4.8	-2.3	nt
